# Screens as filed in PubChem.
# hiPSC survival = enhancers of single-cell hiPSC survival, primary screen, ATPlite luminescence; 100% = ROCK inhibitor wells, 0% = DMSO; survival enhancement, % at 20 µM; 360,000 tested, 0.044% active; AID 602274, 2012; in the data active = survival enhancement above about 18%;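 note: cells exposed to compounds for 16 hours before the ATP read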
# HIF-2a block = HIF-2a reporter inhibitors, primary screen, luminescence, 786-0 RCC cells; inhibition, % at 18.8 µM; 360,000 tested, 0.72% active; 786-0 RCC cells HIF-2a reporter, luciferase luminescence, overnight;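 active = inhibition of the luminescence signal of 40% or more relative to plate controls, in a single-dose primary screen at 18.75 µM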
# Peg3 prom inh = Peg3 promoter-driven luciferase inhibitors, primary screen, cell-based, HeLa, luciferase luminescence. HeLa PEG-Prom luciferase reporter, overnight. inhibition, % at 20 µM. 360,000 tested, 1.7% active;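 active = inhibition of at least 50% at 20 µM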
# CF NFkB block = inhibitors of PAF-induced NF-kB signaling, primary screen, cell-based, GFP fluorescence, uHTS. inhibition, % at 5 µM. KKLEB NF-kB-GFP reporter, GFP fluorescence overnight. 360,000 tested, 0.86% active;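 active = at least 50% inhibition at 5 µM, scaled per plate between neutral and stimulator controls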;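 note: PAF is a Pseudomonas aeruginosa culture filtrate used as stimulus; plate controls were PAF-stimulated DMSO wells for no effect and unstimulated DMSO wells for full effect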
# TWEAK-Fn14 inh = inhibitors of TWEAK-Fn14 signaling, primary screen, luciferase reporter cells, uHTS | TWEAK-stimulated Fn14 reporter cells, luciferase luminescence, 8 h | inhibition, % at 10 µM | 360,000 tested, 2% active; in the data active = inhibition above about 50%
# NR2E3 ag-1 = inhibitors of NR2E3-RetCOR corepressor binding, primary screen, NR2E3 agonist project, biochemical, TR-FRET, GST-NR2E3, biotin-RetCOR; 320,000 tested, 0.12% active; AID 2300, 2010; Photoreceptor-specific nuclear receptor (Homo sapiens), Q9Y5X4; 1536-well; inhibition of corepressor binding, % at 4.78 µM;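 active = percent inhibition above the cutoff of mean plus 3 SD of all tested compounds, set per screening campaign, cut at about 20% in these data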;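 note: 0% = DMSO wells and 100% = biotin wells as full block of FRET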
# Target sequence (Q9Y5X4 whole entry, looked up): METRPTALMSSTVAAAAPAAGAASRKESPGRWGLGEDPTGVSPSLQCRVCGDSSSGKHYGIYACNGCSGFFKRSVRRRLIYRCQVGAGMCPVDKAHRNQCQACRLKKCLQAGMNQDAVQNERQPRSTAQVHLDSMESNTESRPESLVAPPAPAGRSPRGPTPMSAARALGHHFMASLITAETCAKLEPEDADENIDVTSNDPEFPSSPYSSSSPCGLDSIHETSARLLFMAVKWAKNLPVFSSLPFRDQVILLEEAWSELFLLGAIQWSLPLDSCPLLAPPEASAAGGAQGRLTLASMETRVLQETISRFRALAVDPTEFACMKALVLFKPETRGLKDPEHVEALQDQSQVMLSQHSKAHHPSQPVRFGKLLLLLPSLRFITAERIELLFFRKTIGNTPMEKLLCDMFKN
#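 Test system: GST-NR2E3 and biotin-RetCOR proteins | Quantity: 1.35 nM GST-tagged NR2E3 final | Medium: Tris pH 7.5 | Also added: 7 nM biotin-RetCOR | Dosing: Compound at 4.8 µM, single dose | Timing: 5 h at 4 °C | Detection: Time-resolved FRET | Read-out basis: Percent inhibition | Benchmarks: Biotin wells as high control, 0.6% DMSO wells as low control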
# Shn3 3UTR inh = reduction of Shn3 3'UTR firefly luciferase signal, primary screen, Schnurri-3 inhibitor project, cell-based, Clone20 osteoblasts, set 2; inhibition, % at 12.5 µM; AID 588674, 2011; 360,000 tested, 0.52% active; Clone20 osteoblast Shn3 3'UTR firefly luciferase, 24 h;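 active = mean inhibition of at least 75% with every replicate also reaching 75%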;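 note: 0% = median of neutral control wells and 100% = pilot-screen positive control compound; some compounds past the cut are filed as inactive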
# aDG glyco act = activators of alpha-DG glycosylation, primary screen, uHTS, Pro5-aDG cells, AlphaScreen; AID 624168, 2012; activation, % at 10 µM; alpha-DG glycosylation AlphaScreen (IIH6); 0% Pro5, 100% B10-LARGE cell signal; 360,000 tested, 0.22% active;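 active = activation of at least 8% versus controls, or a plate z-score of at least 8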;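 note: Pro5 are CHO cells carrying HIG-tagged alpha-DG that lacks glycosylation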
# NR2E3 ag-2 = NR2E3 agonists in two-hybrid cells, primary screen, cell-based, luminescence, CHO-S, Gal4-NCOR/VP16-NR2E3 | Photoreceptor-specific nuclear receptor (Homo sapiens), Q9Y5X4 | luciferase | inhibition of corepressor binding, % at 3.98 µM | 360,000 tested, 0.35% active | AID 602229, 2012;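 active = inhibition above the mean of all tested compounds plus 3 SD, cut at about 70% in these data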;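 note: 0% = DMSO with NR2E3 transfected cells and 100% = cells lacking NR2E3 construct; higher means lower luciferase signal from less NR2E3 corepressor binding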
# MITF TRPM1 inh = inhibitors of MITF-dependent TRPM1 promoter reporter, primary screen, cell-based, SK-MEL-5, single point, luciferase. inhibition, % at 12.5 µM. 330,000 tested, 0.83% active. SK-MEL-5 TRPM1 promoter luciferase, 24 h;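 active = mean inhibition across replicates of 60% or more, whatever share of single replicates reaches that level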; note: values of inactives mirror those of a sister screen read the other way
# KKLEB cytotox = cytotoxicity in KKLEB CF airway cells, primary screen, cytotoxicity control for CF NF-kB inhibitor project, cell-based, uHTS, fluorescence assay plates | KKLEB CF airway cells viability, ATPlite luminescence, overnight; stronger effect = lower value; cells stimulated with P. aeruginosa culture filtrate | activity change (cytotoxicity), % at 5 µM | 360,000 tested, 0.36% active;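 active = corrected activity change at or below -50% at 5 µM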
# The depositor's hits bear a star; nt = not tested or not shown.
SMILES,hiPSC survival,HIF-2a block,Peg3 prom inh,CF NFkB block,TWEAK-Fn14 inh,NR2E3 ag-1,Shn3 3UTR inh,aDG glyco act,NR2E3 ag-2,MITF TRPM1 inh,KKLEB cytotox
O=C(CN1c2cccc3cccc(c23)S1(=O)=O)NCc1ccc(Cl)cc1,-2.1,6,-8,-16,-43,4,2,0.2,6,2,8
CS(=O)(=O)N(CC(=O)N1CCCCCC1)c1cccc(Br)c1,2.2,16,8,8,-4,2,3,0.1,-2,5,-42
O=C(O)CN1C(=O)/C(=C\c2ccccc2OCc2ccccc2)SC1=S,-1.7,2,2,4,-5,nt,11,-0.1,10,nt,-1
Cc1cccn2c(=O)c(/C=C(\C#N)C(=O)NC3CCS(=O)(=O)C3)c(N3CCC(C)CC3)nc12 (centres undefined),1.3,9,6,6,-1,-1,7,-0.6,-21,3,-10
Cc1ccc(NC(=O)COc2cccc3ccccc23)c(O)c1,-0.1,-4,-15,0,1,2,-9,-0.2,-28,0,-17
CC1Cc2ccccc2N1C(=O)c1ccc(N2CCCCC2)c([N+](=O)[O-])c1 (centres undefined),-1.5,-59,-38,13,-21,0,-16,-0.2,-24,-3,-10
CC(=O)c1c2c3c(c(Br)ccc3n(C)c1=O)C(=O)c1ccccc1-2,-0.4,11,-3,-23,-6,1,5,0.8,-9,-3,-11
CC(=O)c1c(COC(=O)c2cccnc2)nc2ccccc2[n+]1[O-],-0.4,4,22,-20,4,-1,-30,0.0,-7,18,18
COc1ccc(OCC(=O)Nc2c3c(nn2-c2ccc(OC)cc2)CS(=O)(=O)C3)cc1,0.2,5,12,-3,-1,-4,-13,-0.2,-35,-5,-7
COc1cc(F)ccc1-c1csc(C(O)c2ccc(F)cc2)n1 (centres undefined),0.4,-30,-28,-21,-14,nt,7,-0.3,11,nt,-8
CC(=O)c1cc(F)c(N2CCCC2)cc1C,-2.2,-10,-26,1,0,0,16,-0.1,-41,-6,-10
CCN(CCO)c1nc(NCc2ccccc2)c2cnn(C)c2n1,-0.1,16,-3,37,-6,-4,11,0.5,-30,-11,-15
C=CCSC1=C(C#N)C2(CCCCC2)C(C#N)C(=O)N1 (centres undefined),-0.9,26,5,17,-2,0,-6,-0.1,-11,-2,0
COc1ccc(C(=O)N/N=C2\CCc3ccccc32)cc1OC,-0.2,-66,-42,-6,-23,-3,-31,0.0,-25,3,-1
COCCN(C(=O)COC(=O)c1ccccc1Oc1ccccc1)c1c(N)n(Cc2ccccc2)c(=O)[nH]c1=O,0.3,19,8,7,-18,1,-4,-0.3,-8,-5,2
COc1ccc(-c2cn3ccsc3n2)cc1,-1.8,-206,-242,-30,25,-1,-96,0.0,-170,-69,7
CSc1ccc(-c2cc(=O)c3ccccc3o2)cc1,-1.1,-234,-140,-29,-24,7,-52,0.0,-78,-69,6
COc1ccc(NC(=O)N(C)C[C@@H]2OCc3cnnn3CCCC(=O)N([C@H](C)CO)C[C@@H]2C)cc1,0.8,1,-17,5,6,nt,-9,-0.3,0,nt,14
CC1CCN(CCCNC(=O)CCCNC(=O)Cn2cnc3sc4c(c3c2=O)CCCC4)CC1,-2.3,19,1,9,14,-4,8,-0.1,3,8,-7
CCC(=O)N1CCc2cc(S(=O)(=O)CCC(=O)Nc3ccc(C)cn3)ccc21,3.0,14,3,-16,-7,2,1,-0.1,-9,-7,9
Cc1cccc(OCC2=N/C(=C\N(C)C)C(=O)O2)c1,1.7,-49,-39,2,-3,0,-2,-0.2,1,-8,6
CCOC(=O)CSc1nsc(SCC(=O)OCC)c1C#N,4.4,1,6,-11,-7,0,13,0.5,9,-4,7
CCOC(=O)NC1(Nc2ccc(C)cc2)Oc2ccccc2O1,-1.9,-47,-9,-7,3,0,4,0.2,-24,-17,0
Cc1cc([N+](=O)[O-])ccc1-c1ccc(/C=N/NC(=O)c2ccc(Br)o2)o1,0.0,-2,111*,-11,-28,0,15,-0.1,-27,2,-47
Nc1n[nH]c(N)c1N=Nc1ccccc1F,-0.2,-135,-88,20,34,-2,8,-0.2,-26,7,15
COc1ccc(-n2c(C)cc(C(=O)Cn3c(NCCO)nc4ccccc43)c2C)cc1,-1.8,10,-11,9,19,2,39,0.5,-24,4,-17
CCOC(=O)c1c(NC(=O)c2ccccc2C(=O)O)sc2c1CCC2,0.5,19,17,-2,4,2,10,0.1,18,-14,2
O=C(Cc1ccc2ccccc2c1)Nc1ccccc1Br,0.0,6,14,-3,-18,0,-1,0.0,-18,7,-11
CN(C)S(=O)(=O)c1ccc(C(=O)Nc2nnc(SCC(=O)N3CCOCC3)s2)cc1,-2.4,-17,-9,-36,2,nt,-1,3.7,-20,nt,7
COCCn1c(=O)[nH]c2cc(C(=O)NCCCN3CCN(c4ccc(F)cc4)CC3)ccc2c1=O,-1.2,18,3,-11,20,-1,13,0.0,6,2,4
Cc1ccnc(NC(=S)NC(=O)/C=C/c2ccc(Cl)cc2)c1,1.5,-15,-16,21,-17,2,-15,0.4,1,-13,-1
O=C1NC(=O)/C(=C\c2ccccc2Oc2ccc(F)c(F)c2)S1,3.3,23,18,13,-14,2,-3,-0.1,-19,13,6
O=S(=O)(Nc1nc2ccccc2nc1OCC(F)(F)F)c1cccs1,0.2,7,5,-11,13,1,-1,0.0,8,17,24
CCN(CC)S(=O)(=O)c1cccc(NC(=O)C2SC(=Nc3ccc(C)cc3C)C(C(=O)NC(C)COC)=C2N)c1 (centres undefined),-2.7,10,22,-6,16,-3,27,-0.2,-8,12,0
Cc1ccc(S(=O)(=O)N(C)C)cc1NC(=S)NC(C)CCCC(C)C (centres undefined),-0.8,15,16,-5,13,0,16,0.6,34,-8,2
Cc1cc(Cl)ccc1OCC(=O)OC(C)C(=O)NC(N)=O (centres undefined),-2.2,3,-8,13,1,5,-6,0.1,-15,-4,-3
CCO[C@H]1OC(C(=O)N2CCCCCCC2)=C[C@@H](c2csc3ccccc23)[C@@H]1CCCO,1.5,8,-5,-23,-20,-1,-11,0.2,-16,-5,-23
COCCNC(=O)COC(=O)C1=Cc2ccccc2OC1,-1.2,3,11,4,-2,-2,-7,-0.4,-5,0,-19
O=C(Cn1ncc2c(=O)oc3ccccc3c21)N1CCN(c2ccccn2)CC1,0.3,15,21,1,2,-5,-24,0.2,-3,9,4
CC(C)Cc1nnc(NC(=O)c2cccc(S(=O)(=O)N3CCN(C)CC3)c2)s1,0.1,-1,-24,4,-7,-1,-5,0.2,0,5,-5

# Rewritten with two lines to a compound: part of the list above
# Each structure is followed by: hiPSC survival	HIF-2a block	Peg3 prom inh	CF NFkB block	TWEAK-Fn14 inh	NR2E3 ag-1	Shn3 3UTR inh	aDG glyco act	NR2E3 ag-2	MITF TRPM1 inh	KKLEB cytotox
C=CCSC1=C(C#N)C2(CCCCC2)C(C#N)C(=O)N1 (centres undefined)
 : -0.9	26	5	17	-2	0	-6	-0.1	-11	-2	0
COc1ccc(C(=O)N/N=C2\CCc3ccccc32)cc1OC
 : -0.2	-66	-42	-6	-23	-3	-31	0.0	-25	3	-1
COCCN(C(=O)COC(=O)c1ccccc1Oc1ccccc1)c1c(N)n(Cc2ccccc2)c(=O)[nH]c1=O
 : 0.3	19	8	7	-18	1	-4	-0.3	-8	-5	2

# (list continues)
SMILES,hiPSC survival,HIF-2a block,Peg3 prom inh,CF NFkB block,TWEAK-Fn14 inh,NR2E3 ag-1,Shn3 3UTR inh,aDG glyco act,NR2E3 ag-2,MITF TRPM1 inh,KKLEB cytotox
CCOCCCNC(=O)C1CCN(S(=O)(=O)c2ccc(C)cc2)CC1,-1.6,7,17,2,-21,2,2,1.3,-17,-1,0
O=c1c2ccccc2c(-c2ccccc2)nn1Cc1ccccc1,-0.8,-48,-11,23,-8,1,-19,-0.1,-3,-22,-13
CN(C)C(=O)N1CCC(C(=O)NCc2ccc(F)cc2Cl)CC1,0.7,4,12,-6,-9,6,12,-0.2,-11,-2,4
Cc1cc(C)c(C(=O)CSc2nnc(C)s2)c(C)c1,-0.4,-12,-6,11,12,2,-9,-0.3,-40,-1,10
Cc1cc(S(=O)(=O)Nc2ccc3c(c2)n(C)c(=O)n3C)ccc1F,1.4,-32,1,-39,-7,1,30,0.0,-8,10,2
COc1ccccc1C(=O)Nc1ccc(C)cc1C(=O)c1ccccc1,3.8,24,4,5,-5,-1,7,-0.1,13,-14,1
CC1CCCCC12NC(=O)N(CC(=O)Nc1nccs1)C2=O (centres undefined),-2.6,4,1,12,-12,nt,17,0.0,-10,14,-18
Clc1ccc(-c2ccc(CNCC3CCCO3)o2)cc1 (centres undefined),0.0,-148,-146,3,-10,0,-28,-0.1,-18,-61,3
O=C(CSc1ncnc2c1cnn2-c1ccccc1Cl)N1CCN(C(=O)c2ccco2)CC1,-1.0,14,-7,-3,15,3,6,0.1,-4,10,-5
CCOc1ccccc1N(C(=O)c1snc(C(N)=O)c1N)C(CC)C(=O)NC1CCCC1 (centres undefined),1.2,16,22,8,7,0,-2,-0.2,33,9,1
COc1ccc(Cl)cc1NC(=O)Cn1c(C)csc1=O,0.3,-3,-3,-20,-7,2,4,-0.2,-44,6,8
CN(CC(=O)Nc1ccccc1Cl)C(=O)COC(=O)c1nc(Cl)c(Cl)c(Cl)c1Cl,0.9,38,105*,87*,86*,-12,3,0.0,23,74*,-42
NC(c1ccccc1)c1csc(Nc2ccc(C(=O)NCCCO)cn2)n1 (centres undefined),7.6,11,12,9,-20,nt,-2,-0.3,-41,nt,-12
O=C(OC1CCOC1=O)c1cccc(S(=O)(=O)Nc2cccc(Cl)c2)c1 (centres undefined),1.7,-1,-14,-2,-9,-2,-9,-0.1,-20,3,3
CCNC(=O)C(C)NC(=O)C1=NN(c2ccccc2)C(=O)CC1 (centres undefined),0.9,5,0,-2,35,2,-5,-0.1,7,24,6
CSc1ccccc1C(=O)NCCc1ccc(S(=O)(=O)N2CCCCC2)cc1,-0.7,-22,16,10,-7,0,22,0.0,-22,4,0
COc1cccc(/C=C2\Sc3ccc(C(=O)NCC4CCCO4)cc3N(C)C2=O)c1 (centres undefined),0.1,14,20,9,0,5,6,0.1,-11,8,-3
CCN1CCN(Cc2cc(=O)oc3cc(C)cc(C)c23)CC1,-2.5,13,2,-8,-34,0,31,0.1,-17,0,-1
N#Cc1cnn(Cc2ccccc2)c1N,2.2,21,5,1,-7,2,-26,0.0,-43,5,8
